pAkt inh = HTS Assay for Inhibitors of Akt Phophorylation: Primary Screen | Neuro2A IGF-stimulated pAkt S473 HTRF, 20 min; stronger effect = lower value | activity change, % for hits at 50 µM | actives 0.32% (n = 360,000); in the data active = activity change below about -80%; inconclusive = mostly about -51% to -80%; note: % is set by controls: 0 for no effect and ±100 for the full control effect
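Neuro2A cells (4,500/well, DMEM with 0.5% FBS) were treated with compound at a single 50 µM final concentration, stimulated with 6 nM IGF for 20 min at 37 °C, and lysed. Phospho-Akt Ser473 was read by HTRF as 665/615 ratio ×10^4.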
CCT chaperon mod = High-Throughput Screening for Modulators of Cytosolic Chaperonin Activity | activity change, % (no concentration beside the values), hits read low | actives 0.3% (n = 360,000) | purified chaperonin ATPase assay, HTRF ADP detection, 30 min; in the data active = activity change below about -30%; note: % is set by controls: 0 for no effect and ±100 for the full control effect
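Nucleotide hydrolysis assay: TRiC at 20–40 nM final (set by batch activity) with 10 uM ATP, 30 min at 37 °C, in presence of 76 uM compound. Detection by competitive ADP HTRF, 30 min ambient.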
HepG2 viability = qHTS for Inhibitors of TGF-b: Cytotox Counterscreen; Potency, µM (doses to about 46.1 µM), for the others: at the top dose activity change, negative = cytotoxicity, most hits filed as cytotoxic; actives 0.76% (n = 410,000); HepG2 CAGA-GFP viability, ATP luminescence, 18 h; note: potency is the fitted concentration of half-maximal effect; some results filed as inactive show a strong effect at the top dose
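HepG2 CAGA-GFP cells (1000/well, DMEM with 1% FBS) received compound, then TGF-beta at 500 pg/mL final, and were incubated 18 hours at 37 degrees C. Viability was read by CellTiter-Glo luminescence. Media-only wells were set as complete cell-killing and DMSO as no toxicity.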
Mm-Cpn inhibitor = Inhibitors of TCP-1 ring complex (TRiC) of Methanococcus maripaludis (MmCpn): qHTS. AID 504842, 2011. actives 0.031% (n = 330,000). Chaperonin Mm-Cpn (Methanococcus maripaludis). Potency, µM (top dose mostly 76.9 µM), inactives show top-dose activity, negative = inhibition, actives largely listed as inhibitors. purified Mm-Cpn ATPase, ADP Transcreener TR-FRET; note: potency is the fitted concentration of half-maximal effect; % is set by controls: 0 for no effect and ±100 for the full control effect; nearly all actives have a fitted effect of over 80% in size
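ATP (10 uM final) was added to archaeal chaperonin (25 nM final) after 10 min exposure to test compound at 37°C; after 30 min further incubation, ADP was detected by competitive TR-FRET.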
A549 viability = Nrf2 qHTS screen for inhibitors: counterscreen for cytotoxicity. A549 ARE-Fluc cells, CellTiter-Fluor viability, 18-24 h. Potency, µM (top dose mostly 46 µM), without a hit: at the highest dose activity change, negative = cytotoxicity, usual class: inhibitors. actives 0.16% (n = 390,000). AID 504648, 2011; note: potency is the fitted concentration of half-maximal effect; % is set by controls: 0 for no effect and ±100 for the full control effect
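A549 ARE_Fluc cells in 5% FBS OPTI-MEM were exposed to compounds in concentration-response for 18-24 h at 37 deg C. Viability was read by CellTiter-Fluor fluorescence (Ex 405/Em 525) after 30 min, before the luciferase read.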
Nrf2 inh = Nrf2 qHTS screen for inhibitors; A549 ARE-Fluc reporter, luciferase luminescence, 18-24 h; Potency, µM (titrated, usually from 46 µM), for the others: at the highest dose activity change, negative = inhibition, hits mostly inhibitors; actives 2.1% (n = 360,000); note: potency is the fitted concentration of half-maximal effect; % is set by controls: 0 for no effect and ±100 for the full control effect; nearly all actives have a fitted effect of over 60% in size
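Cells were seeded and rested 2 h, then exposed to compounds for 18-24 h. CellTiter-Fluor was read first as a viability measure. BugLite was added 15 min before the final luminescent read of ARE-luciferase activity in A549 cells.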
Nrf2 activator = qHTS of Nrf2 Activators; AREc32 ARE-luciferase reporter (MCF7-derived line), luminescence, 24 h; Potency, µM (doses to about 46.1 µM), without a hit: top-dose activation, most hits filed as activators; actives 0.31% (n = 410,000); note: potency is the fitted concentration of half-maximal effect; % of control where 0% means no effect; nearly all actives have a fitted effect of over 65% in size
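Reporter line AREc32 (ARE-Fluc), seeded overnight in OPTI-MEM with 5% FBS; compound pin-transferred, 24 hr at 37 deg C, 5% CO2; luminescent read-out.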
Abeta yeast res = qHTS for compounds that reverse cellular toxicity of Amyloid beta (A-beta) peptide in yeast: Primary Screen; yeast expressing A-beta42, growth rescue, OD600, 48 h; response scale: 0% DMSO, 100% iron-clioquinol control; Potency, µM (highest dose often 46.1 µM), without a hit: at the top dose growth rescue, hits mostly activators; actives 0.063% (n = 410,000); note: potency is the fitted concentration of half-maximal effect; nearly all actives have a fitted effect of over 55% in size
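Growth rescue measured by 600 nm absorbance after 48 h yeast culture at 30 C with compound. Values normalized between DMSO and an equimolar ferric chloride plus clioquinol control.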
TGFb SMAD3 inh = qHTS for Inhibitors of TGF-b; HepG2 CAGA-GFP TGF-b/SMAD3 reporter, GFP fluorescence, 18 h; TGF-beta stimulated, 500 pg/mL final; Potency, µM (top dose mostly 46.1 µM), for inactives: top-dose activity, negative = inhibition, most hits filed as inhibitors; AID 588855, 2011; actives 1.2% (n = 410,000); note: potency is the fitted concentration of half-maximal effect; % is set by controls: 0 for no effect and ±100 for the full control effect; nearly all actives have a fitted effect of over 65% in size
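TGF-beta reporter screen: HEPG2 CAGA-GFP, 1% FBS, 500 pg/mL TGF-beta final, 18 h; per-cell GFP summed per well; curves fitted and categorized by class.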
Active calls of the source: *; i = inactive; ? = inconclusive; . = not tested or not shown; & = joins results of further samples; [ ] = another dose, or the depositor's remark. Unless noted, calls come from the whole dose curve; as a rule, active = well fitted curve in the direction sought with a large enough effect; inconclusive = small, poorly fitted or top-dose-only effect, or another doubt; inactive = no such curve, though single readings can be large; an effect the other way counts as inactive or inconclusive. Rows are unselected; any-hit rate near 4.3%.

Results follow in this order: pAkt inh, CCT chaperon mod, HepG2 viability, Mm-Cpn inhibitor, A549 viability, Nrf2 inh, Nrf2 activator, Abeta yeast res, TGFb SMAD3 inh
COc1cc(NC(=S)N2CCCC(CO)C2)cc(OC)c1 (stereo not given)
 : i, 1.9, 20.4%, -3.8%, -10.0%, 3.6%, 0.5%, 0.0%, 63.6%[activator]
CC(=O)Oc1ccc(NC(=O)Cc2ccccc2)c(C(=O)O)c1
 : i, 1.9, 4.6%, -1.2%, 0.9%, 4.2%, -0.5%, 3.8%, 12.9%
CCOC(=O)c1cc(C)n(Cc2ccc(OCC)c(OC)c2)c1C
 : i, -0.9, -32.5%, 0.7%, -17.8%, ?, 0.6%, -2.5%, -4.0%
Cc1cc(Br)c(NC(=O)CN2C(=O)NC3(CCOc4ccccc43)C2=O)c(Br)c1 (stereo not given)
 : i, 0.5, -50.4%, ., ., ., 1.6%, 4.9%, -26.5%
CC1=C(C(=O)N(C)C)CC(CC(=O)NCCN2CCOCC2)C(=O)N1Cc1ccccc1 (stereo not given)
 : i, 0.4, 13.6%, ., ., ., 0.0%, 7.8%, 8.5%
N#Cc1c(C(F)(F)F)cc(-c2cccc(Cl)c2)[nH]c1=O
 : i, 2.7, -30.5%, -2.8%, 1.4%, -15.8%, 4.0%, -21.1%, ?
Cc1oc2c(CN3CCCCC3C)c(O)ccc2c(=O)c1-c1ccc(Br)cc1 (stereo not given)
 : i, 0.1, -4.7%, -1.4%, -5.5%, -9.4%, 0.0%, -0.6%, -7.6%
CC(=O)c1ccccc1OCCCN1CCCCC1
 : i, 0.8, -3.8%, -4.9%, 13.2%, ., 4.3%, -11.6%, -7.6%
NS(=O)(=O)c1ccc(-n2nncc2-c2ccco2)cc1
 : i, -1.1, -9.0%, -0.1%, 1.0%, ?, -1.0%, -0.9%, -9.1%
COc1ccc(OC)c(NC(=O)CSc2nnc3ccc(-c4ccccn4)nn23)c1
 : i, -1.7, -56.4%, 0.4%, 1.2%, -11.5%, 0.3%, 5.2%, -6.0%
C/C(=N/NC(=O)Cc1cccc2ccccc12)c1cccs1
 : i, -0.9, -19.7%, -0.7%, -11.6%, ?, -0.5%, 8.9%, -13.3%
CCOc1ccc(C)cc1S(=O)(=O)Nc1ccc(Cl)cn1
 : i, -3.8, -6.0%, 1.5%, 6.8%, ., -1.0%, 5.5%, 18.4%
OC(COc1ccc(Br)cc1)Cn1ccnc1 (stereo not given)
 : i, -2.4, -3.6%, 1.5%, -1.0%, 1.6%, -0.8%, -8.9%, 11.9%
CCCC(=O)Nc1ccc(C(=O)Nc2nc(CC(=O)OCC)cs2)cc1
 : i, -0.9, -19.6%, 1.4%, -0.7%, -13.4%, 3.1%, 1.7%, 0.0%
O=C(Nc1nnc(-c2ccncc2)o1)c1ccc2ccccc2c1
 : i, -1.6, -21.0%, 2.1%, -4.0%, -6.3%, -0.2%, 16.0%, -14.6%
CC(C)CCNC(=O)C(NS(=O)(=O)c1ccc2c(c1)c(=O)n(C)c(=O)n2C)c1ccccc1 (stereo not given)
 : i, -0.8, 9.7%, -1.0%, 2.1%, 14.0%, -0.4%, -14.2%, -13.6%
Cc1[nH]c(=O)[nH]c(=O)c1S(=O)(=O)N1CCN(c2cccc(Cl)c2)CC1
 : i, 0.3, -3.9%&8.8%, 0.0%, -13.7%&-0.4%, -21.9%, -0.1%&0.5%, 3.0%&3.1%, 5.6%&-0.2%
COc1ccccc1NC(=O)CSC1=Nc2ccccc2C2=NC(CC(=O)NCc3cccs3)C(=O)N12 (stereo not given)
 : ., ., -3.9%, ., 0.3%, ., 5.5%, 3.3%, 34.3%[activator]
CCC(Sc1nc2ccc(N)cc2s1)C(=O)Nc1nccs1 (stereo not given)
 : ., -0.7, -13.2%, -0.3%, -21.2%, 6.7%, 2.7%, -21.4%, -29.2%
COc1cccc(NC(=O)CN(C)C(=O)/C=C/c2cn(-c3ccccc3)nc2-c2ccc(C)cc2)c1
 : i, -0.6, 1.3%, 0.4%, -13.7%, ?, 0.1%, 8.7%, -18.4%
N=c1c(S(=O)(=O)c2ccc(Br)cc2)cc2c(=O)n3ccccc3nc2n1C1CCCCC1
 : i, -1.7, 13.7%, 0.8%, -13.0%, ?, 0.2%, -6.7%, 15.9%
O=C(O)c1ccc(CSc2nnnn2-c2ccc(F)cc2)cc1
 : i, -0.5, -7.8%, 2.0%, 1.3%, -18.8%, -0.4%, 12.6%, 2.3%
Cc1ccc(C)c(Cn2c(=O)n(-c3ccc(F)cc3)c(=O)c3sc4ccccc4c32)c1
 : ., ., -23.4%, ., -4.5%, -5.3%, 0.6%, -11.2%, -11.4%
COc1ccc(-n2c(=S)[nH]c3cc(C(=O)NCCCN4CCOCC4)ccc3c2=O)c(OC)c1
 : i, -5.7, -1.4%, 1.9%, -2.0%, 20.4%, -0.2%, 0.5%, -7.1%
O=C(N/N=C/C(Br)=C\c1ccccc1)c1cccs1
 : i, 3.0, -13.3%, 3.3%, -15.4%, ?, ?, -8.8%, ?
COc1ccc(CNCC(O)(c2ccccc2)c2ccc(Cl)cc2)cc1 (stereo not given)
 : i, 1.9, 15.8µM*, 0.5%, ?, ?, 4.8%, 25.7%, ?
COC(=O)c1cc2sc(C)cc2n1CC(=O)Nc1ccc(C)cc1Cl
 : ., ., -14.4%, ., -12.4%, -26.3%, -1.2%, -1.7%, 3.6%
CN(C(=O)CSc1nnc(-c2cccs2)n1C1CC1)C1CCS(=O)(=O)C1 (stereo not given)
 : i, -8.1, 0.0%, -0.3%, 0.0%, 22.6%, 1.6%, 0.5%, 0.5%
COc1ccc(C(=O)OCC(=O)Nc2c(C)n(C)n(-c3ccccc3)c2=O)cc1OC
 : i, -2.6, 0.8%, 0.8%, 2.8%, 0.5%, -1.2%, -11.5%, 16.1%
COc1ccc(C2CC(c3cccc(Cl)c3)n3nc(N)nc3N2)cc1 (stereo not given)
 : i, -2.3, 6.7%, ?, 3.2%, -18.5%, -1.3%, -17.9%, 3.0%
CC(=O)N1CCC2(CC1)OC(=O)C(C)=C2C(=O)NCc1ccccc1Cl
 : ., ., 1.4%, ., 4.9%, ?, -0.3%, 2.3%, -0.8%
O=C(NCC(c1cccs1)S(=O)(=O)c1ccccc1)c1ccc(C(F)(F)F)cc1 (stereo not given)
 : ., ., -29.0%, ., 6.7%, ., 4.4%, -1.6%, ?
COC(=O)c1ccc(-c2noc(CN(Cc3ccncc3)CC3CCCO3)n2)cc1 (stereo not given)
 : i, -3.1, 12.4%, -5.2%, 1.3%, 2.1%, 3.9%, -0.3%, ?
COCC1CCN(c2nc3nonc3nc2N2CCSCC2)C1 (stereo not given)
 : i, 0.5, -3.2%, 0.2%, -3.7%, 0.0%, -0.4%, -3.5%, -10.3%
O=C(COC(=O)c1ccc(S(=O)(=O)C(F)F)cc1)Nc1cccnc1Cl
 : i, -2.0, -3.3%, 0.8%, -0.9%, 16.4%, 0.4%, 7.2%, 3.6%
CCC(C)c1ccc(NC(=O)N2CCOCC2)cc1 (stereo not given)
 : i, -0.6, 1.1%, -1.7%, -2.3%, ?, 3.5%, -19.8%, 29.6%
COc1ccc(NC(=O)[C@@H](c2ccccc2)N2Cc3ccccc3C2=O)cc1OC
 : ., ., 12.8%, ., -13.9%, 1.4%, 0.0%, 5.9%, 10.3%
COc1ccc(S(=O)(=O)N(CC(=O)N2CCOCC2)Cc2ccccc2)cc1C
 : ., -0.8, -16.5%, 0.9%, 7.0%, ., 0.1%, 2.3%, 1.8%
CCCNC(=O)CCc1c(C)nc2c(c(C)nn2-c2ccc(C)cc2)c1C
 : i, -1.2, 0.7%, -7.9%, -6.4%, ?, -0.9%, -13.6%, 8.2%
Cn1cccc1C(=O)NCc1ccc(Cl)cc1
 : i, 1.2, -9.2%, -0.6%, 2.3%, -15.1%, 2.0%, 9.5%, -2.4%
Cc1ccc(-n2c(SCC(=O)NCc3ccco3)nc3c(sc4ccccc43)c2=O)cc1
 : i, -1.6, -6.4%, ?, -10.6%, 5.2%, 11.1%, -4.3%, -7.2%
CCn1c(SCc2nc(-c3ccc(Cl)cc3)no2)nnc1-c1ccco1
 : i, 0.7, -22.4%, -1.5%, 6.0%, -12.9%, 0.3%, -10.4%, 4.1%
CCCS(=O)(=O)N1CCN(Cc2ccccc2[N+](=O)[O-])CC1
 : i, -2.3, 2.8%, -0.8%, -3.3%, -24.7%, 0.9%, -7.3%, 7.6%
O=C(CSc1nnc(COc2cccc3ccccc23)o1)N1c2ccccc2CCc2ccccc21
 : i, -2.5, 1.9%, ., -7.1%, -28.9%, -0.8%, 9.2%, 0.0%
O=C(NCc1cccs1)C1CCC(=O)N(Cc2cccc(C(F)(F)F)c2)C1 (stereo not given)
 : i, -1.5, 0.0%, -0.2%, 4.6%, 14.6%, 1.5%, 3.2%, 2.0%
CN(Cc1ccccc1Cl)C(=O)CCNC(=O)c1ccco1
 : i, -0.6, -25.5%, -10.7%, -1.2%, 14.9%, 1.2%, 1.4%, -19.3%
COc1ccc(NC(=O)CS(=O)(=O)c2ccc(C)cc2)c(OC)c1
 : i, 1.5, -9.7%, 1.3%, 13.9%, 2.6%, -1.0%[9.22 µM], -5.6%, 1.6%

Source: PubChem BioAssay (National Center for Advancing Translational Sciences (NCATS))
